From PubChem
Sm TGR inh: inhibitors of Schistosoma mansoni thioredoxin glutathione reductase | Potency, µM (titrated, usually from 114 µM), inactives show at the top dose activity change, negative = inhibition, usual class: inhibitors | purified TGR, DTNB reduction, TNB absorbance 405 nm | actives 3% (n = 360,000) | Q962Y6; further: potency means the concentration at half of the fitted maximal effect; nearly all actives have a fitted effect of over 60% in size
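First, TGR (20 nM dispensed) and NADPH were mixed with compound. Second, a 15 min room-temperature incubation followed. Third, further NADPH and then DTNB were added to start the reaction. Finally, TNB absorbance was monitored kinetically.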
HCMV inh: human cytomegalovirus inhibition; HFF cells, HCMV-luciferase reporter, 72 h; active compounds read low; activity change, negative = inhibition, % at 57.5 µM; actives 4.5% (n = 410,000); in the data active means activity change below about -60%; inconclusive means no clear call, values can overlap the other calls; inactive means above about -39%
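After 16 h attachment at 37C, HFF cells received test compound and HCMV-luciferase (1 PFU/cell); reporter luminescence read 72 h later, data normalized against buffer-only and known inhibitor Salinomycin.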
AmpC inh detg: inhibitors of E. coli AmpC beta-lactamase with detergent. actives 0.041% (n = 370,000). AmpC hydrolysis of nitrocefin, absorbance 480 nm, 0.01% Triton. Potency, µM (top dose mostly 114 µM), inactives show at the highest dose activity change, negative = inhibition, hits mostly inhibitors. P00811;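 further: potency means the concentration at half of the fitted maximal effect; 0% = no-compound wells and -100% = no-enzyme wells; nearly all actives have a fitted effect of over 25% in size; some results filed as inactive show a strong effect at the top dose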
Target sequence (P00811 whole entry, looked up): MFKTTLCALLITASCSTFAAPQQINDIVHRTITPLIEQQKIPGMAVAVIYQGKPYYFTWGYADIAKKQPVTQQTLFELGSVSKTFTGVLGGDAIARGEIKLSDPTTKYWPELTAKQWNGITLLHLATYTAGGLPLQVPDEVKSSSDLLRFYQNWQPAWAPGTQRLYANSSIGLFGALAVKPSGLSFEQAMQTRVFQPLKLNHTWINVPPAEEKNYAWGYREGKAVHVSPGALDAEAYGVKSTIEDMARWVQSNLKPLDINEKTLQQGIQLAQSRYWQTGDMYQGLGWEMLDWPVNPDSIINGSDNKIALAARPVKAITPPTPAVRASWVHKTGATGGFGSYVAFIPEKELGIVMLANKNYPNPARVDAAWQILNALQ
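AmpC (5.3 nM in the dispensed reagent) in 20 mM phosphate pH 7.0 with 0.01% (detergent screen) or 0.0001% Triton X-100 was preincubated with compounds for 15 min at room temperature. Nitrocefin was then added from an 800 uM solution, and hydrolysis was followed at 480 nm.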
Giardia FBPA inh: blocks Giardia fructose-bisphosphate aldolase activity. Potency, µM (series often up to 59.6 µM), for the others: at the highest dose activity, negative = inhibition, actives largely listed as inhibitors. purified Giardia FBPA. actives 0.71% (n = 290,000); further: potency means the concentration at half of the fitted maximal effect; nearly all actives have a fitted effect of over 55% in size
Target sequence (A8B2U2 whole entry, looked up): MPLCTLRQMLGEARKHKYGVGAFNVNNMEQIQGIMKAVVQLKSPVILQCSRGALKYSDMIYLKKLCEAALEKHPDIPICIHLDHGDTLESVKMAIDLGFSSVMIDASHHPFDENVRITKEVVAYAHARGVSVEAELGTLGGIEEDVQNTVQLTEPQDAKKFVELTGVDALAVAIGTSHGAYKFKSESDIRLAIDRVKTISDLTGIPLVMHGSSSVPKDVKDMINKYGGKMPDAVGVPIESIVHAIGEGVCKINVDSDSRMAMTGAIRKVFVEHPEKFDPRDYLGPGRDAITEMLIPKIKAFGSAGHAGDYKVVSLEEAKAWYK
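Giardia FBPA (40 nM reagent) was preincubated 10 min at RT with compound (up to 57.5 uM final), then substrate plus GAPDH/TPI/NAD/arsenate coupling system with diaphorase/resazurin was added; resorufin fluorescence (525/598 nm) was read after 20 min.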
HCV inh: blocks hepatitis C virus; Huh7.5.1 HCVcc-Cre infection, luciferase reporter, 44 h; Potency, µM (doses to about 41.8 µM), for inactives: at the top dose activity change, negative = inhibition, hits mostly inhibitors; AID 651820; actives 3.4% (n = 340,000); further: potency means the concentration at half of the fitted maximal effect
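1,000 cells/well; 4 h culture; + compound; + HCVcc-Cre (~0.5 moi); 44 h; luciferase substrate, RT 15 min; read 15 sec.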
AmpC inh no detg: AmpC beta-lactamase inhibition without detergent; Potency, µM (titrated, usually from 57.1 µM), for inactives: top-dose activity change, negative = inhibition, usual class: inhibitors; AID 485341; AmpC nitrocefin hydrolysis, absorbance 480 nm, 0.0001% Triton; actives 0.52% (n = 330,000);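 further: potency means the concentration at half of the fitted maximal effect; plate controls were no compound for no effect and no enzyme for full effect; nearly all actives have a fitted effect of over 20% in size; some results filed as inactive show a strong effect at the top dose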
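AmpC (5.3 nM in the dispensed reagent) in 20 mM phosphate pH 7.0 with 0.01% (detergent screen) or 0.0001% Triton X-100 was preincubated with compounds for 15 min at room temperature. Nitrocefin was then added from an 800 uM solution, and hydrolysis was followed at 480 nm.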
An asterisk follows results filed as active; ? = inconclusive; / = no result given; & = joins results of further samples; [ ] = remark or other dose. Unless noted, the call rests on the fitted dose curve; in most records, active means well fitted curve in the direction sought with a large enough effect; inconclusive means small, poorly fitted or top-dose-only effect, or another doubt; inactive means no such curve, though single readings can be large; an effect the other way counts as inactive or inconclusive. Unless noted, on the % scale 0 is the no-effect control and ±100 the full control effect.

Below each compound – Sm TGR inh, HCMV inh, AmpC inh detg, Giardia FBPA inh, HCV inh, AmpC inh no detg
CCCCc1nnc(NC(=O)C2CC(=O)N(c3ccc(C)cc3)C2)s1 (stereo not drawn)
→ 0%, -17, -1%, 6%, 9%, -18%
Cc1ccc(C(=O)c2cn(Cc3cccc(Cl)c3)c3nc(C)ccc3c2=O)cc1
→ -4%, -8, -2%, /, /, /
CCCCCn1c(NCc2ccccc2OC)nc2ccccc21
→ 8%, -34, -2%, /, /, /
CCc1nc2ccccc2n1CCC(C)C
→ -2%, -33, ?, 6%, ?, 0%
Cc1ccccc1C(=O)Nc1nnc(-c2ccc(F)cc2)o1
→ 1%, -27, ?, 18%, -3%, -27%
Cc1ccc(-n2[nH]c(C)c(/C=N/N3C(=O)c4cccc5cccc(c45)C3=O)c2=O)cc1
→ -9%, -9, -4%, 18%, -6%, -29%
O=C(CCn1cncn1)N1CCN(S(=O)(=O)c2ccc(Cl)cc2)CC1
→ -1%, -27, -6%, 6%, 8%, 0%
Cc1ccc(-n2c(C)c3c(C)nnc(C)c3c2C)cc1
→ 0%, /, -14%, -28%, /, 3%
CCn1cc(CN2CCN(Cc3ccc(OC)c(C)c3C)C(CCO)C2)c(C)n1 (stereo not drawn)
→ 0%, 18, 6%, 4%, -25%, 39%
COc1ccc(C2NCCn3cccc32)cc1 (stereo not drawn)
→ ?, 11, 1%, -4%, -15%, 10%
COC(=O)CCC(=O)NNC(=O)c1cccc(Br)c1
→ -5%, -15, -2%, 18%, 23%, -16%
NC(=O)c1nn(-c2ccccc2)nc1NC(=O)Cn1nnc(-c2ccccc2)n1
→ 1%, -16, ?, -1%, -12%, -9%
Cc1cc(C)c(NC(=O)c2nc3ccccc3nc2N2CCCCC2)c(C)c1
→ 5%, 5, 6%, /, /, /
Cc1ccc(-c2nc(CCN3C(=O)c4ccccc4C3=O)cs2)cc1
→ -22%, 4, -8%, -2%, -8%, -26%
OCCN(Cc1ccccc1)Cc1ccc(Cl)cc1Cl
→ 9%, -24, -5%, ?, ?, 2%

The final 2 compounds of the part before open the next one:
Below each compound – Sm TGR inh, HCMV inh, AmpC inh detg, Giardia FBPA inh, HCV inh, AmpC inh no detg
Cc1ccc(-c2nc(CCN3C(=O)c4ccccc4C3=O)cs2)cc1
→ -22%, 4, -8%, -2%, -8%, -26%
OCCN(Cc1ccccc1)Cc1ccc(Cl)cc1Cl
→ 9%, -24, -5%, ?, ?, 2%
COc1ccc(NC(=O)Cn2nnc(C(=O)Nc3ccc(C)c(F)c3)c2N)cc1Cl
→ 12%, 18, 17%, /, /, /
Oc1ccc(Nc2nc(-c3cccs3)cs2)cc1
→ 1%, -13, ?, 6%, ?, -46%
CCO[C@@H]1OC(C(=O)N2CCOCC2)=C[C@H](C2CCCCC2)[C@H]1CCCO
→ -6%, 8, 1%, 7%, 23%, 100%[activator]
COc1ccc(N2CCN(C(=O)Cn3cnc4sc(C)c(S(=O)(=O)N5CCOCC5)c4c3=O)CC2)cc1
→ -7%, -25, -14%, 5%, 2%, 31%
CC(C)OP(=O)(CCP(=O)(OC(C)C)OC(C)C)OC(C)C
→ 9%, 12, -7%, 1%, 16%, 54%
Cn1c(CN2CCCCC2)nc2cc(NC(=O)c3ccc(Cl)cc3)ccc21
→ 2%&8%, -67*, 5%&-8%, 7%, 4µM*, -9%
CC(Sc1oc(-c2ccco2)nc1S(=O)(=O)c1ccc(Br)cc1)c1ccccc1 (stereo not drawn)
→ -2%, 0, 9%, /, /, /
CCNC(=S)N/N=C/c1ccc(OCC(=O)Nc2ccc(OC)cc2)c(OC)c1
→ 5%, 88, -1%, -2%, ?, -35%
CCOC(=O)CC1=NN(c2ccccc2)C(=O)/C1=C\c1ccc(N(C)C)cc1
→ 4%, -16, 1%, -8%, 9%, -17%
CSc1nc(NC(C)(C)C)nc(Oc2ccc(=O)[nH]n2)n1
→ -14%, -3, -2%, 9%, 14%, -15%
CC(O)(CS(=O)(=O)c1ccccc1)C(=O)Nc1cccc(C(F)(F)F)c1 (stereo not drawn)
→ 9%, 43, -5%, 1%, /, -5%
Cc1cc(=O)n(CC(=O)Nc2ccc(Cl)c(Cl)c2)c(-n2nc(C)cc2C)n1
→ 1%, 0, 3%, /, /, /
CCOC(=O)N1CCN(C(=O)c2cn(C)c3ccc(S(=O)(=O)N4CCOCC4)cc3c2=O)CC1
→ -1%, -25, 3%, /, -15%, 5%
O=C(O)c1cc(-c2ccco2)nc2cc3ccccc3cc12
→ 2.2µM*, 38, 2%, ?, -4%, -28%
Cn1c(Cn2cnc([N+](=O)[O-])n2)nnc1SCC(=O)Nc1ccc(Br)cc1
→ -2%, 28, 4%, -12%, 8%, 2%
CSc1ccc(CNCCCSc2ncccn2)cc1
→ -1%, -7, 5%, /, -6%, 6%
Cc1ccc(S(=O)(=O)N2CCCC(NC(=O)N3CCN(c4ccccc4)CC3)C2)cc1 (stereo not drawn)
→ 0%, 22, 7%, 5%, ?, -19%
CN(CC(=O)Nc1ccc(Cl)c(Cl)c1)C(=O)CC1OC(=O)c2ccccc21 (stereo not drawn)
→ -12%, 6, -22%, /, 7%, -37%
Cc1ccc(N2C(=O)CSC2c2cccs2)cc1 (stereo not drawn)
→ -3%, -6, ?, 3%, -2%, -11%
OCCC1CN(Cc2ccccc2-c2ccco2)CCN1C1CCCC1 (stereo not drawn)
→ 0%, -28, -12%, 2%, 1%, -20%
COc1ccc(C(=O)NCCSC2CCCCC2)cc1
→ -17%, 51, -11%, -4%, 4%, -13%
Cc1ccc(S(=O)(=O)N2CCCC2)cc1C(=O)NCc1ccccn1
→ -25%, -1, -4%, /, /, -12%
CCCN(Cc1cc2cc(C)ccc2[nH]c1=O)C(=O)c1ccccn1
→ 4%, -17, 0%, -25%, -28%, -8%
COC(=O)c1ccccc1OS(=O)(=O)N(C)C
→ /, -24, -2%, -12%, 11%, 0%
COc1ccc(OC)c(C(C)NC(=O)C23CC4CC(CC(C4)C2)C3)c1 (stereo not drawn)
→ -1%, 3, -13%, 0%, ?, 27%
CC/C(=C\C(=O)c1cccnc1)Nc1ccc(C)c(C)c1
→ -1%, ?, -1%, 10%, -7%, 7%
NC(=O)c1c(N)sc2c1CCC2
→ ?, -6, -6%, ?, 15%, -27%
Cc1ccc(S(=O)(=O)N2CCCC2C(=O)Nc2ccc(O)cc2)cc1 (stereo not drawn)
→ -13%, -13, ?, 0%, 9%, -18%
O=C(Cc1cccs1)N1CCN(c2nc(-c3ccc(Cl)cc3)cs2)CC1
→ -15%, -108*, -12%, -12%, ?, 9%
Cc1ccc(/C=C/C2=NN(Cc3ccc(Cl)c(Cl)c3)C(=O)CC2)cc1
→ 7%, -16, -2%, -10%, 11%, -11%
Cc1ccc2cc(CN(C(=O)c3ccco3)c3ccccc3C)c(=O)[nH]c2c1
→ -30%, -2, ?, 10%, ?, -24%
Cc1csc(NC(=O)c2ccc(OCC3CCCO3)cc2)n1 (stereo not drawn)
→ 6%, -13, 5%, -11%, 11µM*, -13%
Cc1cc(C)c2c(n1)sc1c(=O)n(Cc3ccccc3Cl)nnc12
→ -30%, -21, ?, 6%, -13%, -20%
CC(C)(C)NC(=O)C(c1cccs1)N(C(=O)C(=O)NC1CCCC1)c1ccccc1F (stereo not drawn)
→ 4%, 53, 5%, -2%, 21%, 21%
O=C(CSc1nc(-c2ccccc2)ns1)NCC1CCCO1 (stereo not drawn)
→ -3%, 4, 8%, /, 4%, 0%
COc1cccc(C(=O)NC2CCCc3ccccc32)c1OC (stereo not drawn)
→ -2%, ?, -8%, -5%, 15%, 24%
Cc1nn(S(=O)(=O)c2ccc(F)cc2)c(C)c1S(=O)(=O)N1CCC(C)CC1
→ -12%, 9, 22%, /, /, /
Cc1ccc(C(C)n2cc(C(=O)NCc3ccccn3)nn2)cc1 (stereo not drawn)
→ 9%, -19, 2%, -1%, 6%, -12%
CCC(CC)C1C(C#N)=C(N)Oc2c1c(=O)oc1ccccc21 (stereo not drawn)
→ -10%, -5, -6%, -12%, -41%, -48%
Cc1ccc(-c2nc(NC(=O)CSc3cc(C)c4ccccc4n3)ns2)cc1
→ -24%&-21%, 7&4, 22%&-7%, 1%, 6%[8.37 µM], -14%
N#Cc1ccccc1Cn1cc(C(=O)c2ccco2)c2ccccc21
→ -1%, 9, 0%, 1%, ?, 5%
COc1cc(NS(=O)(=O)c2ccc(NC(=O)COc3ccccc3C)cc2)nc(OC)n1
→ 4%, -11, -1%, 16%, 25%, -34%
Cc1ccc(S(=O)(=O)NCCCNS(=O)(=O)c2ccc(C)cc2)cc1
→ -21%, -12, -8%, /, ?, -35%
COc1ccc(-n2nnnc2SCC(=O)c2ccc(OC)c(OC)c2)cc1
→ 8%, -38, -4%, 0%, ?, 97%[activator]
CN(C)c1ccc(S(=O)(=O)N(C)C)cc1[N+](=O)[O-]
→ 3%, -16, 8%, 5%, -1%, -29%
Clc1ccc2[nH]c(-c3ccccc3)cc2c1
→ 11%, 56, -4%, -2%, ?, -32%
CCN(CC)P1(=O)OC(c2cc(OC)c(OC)c(OC)c2)=Nc2c1c(C)nn2-c1ccccc1 (stereo not drawn)
→ 0%, 7, -8%, 9%, -19%, 23%
CC(C)(C)OC(=O)C[C@@H]1C/C=C\C[C@H](CC(=O)N(CCO)Cc2ccccc2)C(=O)N[C@@H](Cc2ccccc2)COC1=O
→ /, 1, /, /, 3%, 205%[activator]
CC(=O)C1=C(O)C(=O)N(CCC(=O)O)C1c1ccccc1[N+](=O)[O-] (stereo not drawn)
→ /, -5, -6%, -23%, 18%, -7%
CCOC(=O)CSc1nc2cc3c(cc2c(=O)n1CCCCCC(=O)NCc1ccc(OC)cc1)OCO3
→ 1%, 29, 2%, /, /, /
O=C(Nc1cccc(Cl)c1)C1COc2ccccc2O1 (stereo not drawn)
→ -26%, 37, 4%, 3%, 18%, -20%
CCCSc1nc2sc3c(c2c(=O)[nH]1)CCN(Cc1ccccc1)C3
→ -5%, /, 1%, -9%, 9%, /
CCOC(=O)C1(CCc2ccccc2)CCN(CC(O)CO)CC1 (stereo not drawn)
→ 0%, 18, -6%, 10%, 6%, 25%
COC(=O)c1cc(NC(=O)Nc2ccc3snnc3c2)cc(C(=O)OC)c1
→ 3%, 0, 17%, /, /, /
CCN1CCOC(CC(=O)Nc2ccc([N+](=O)[O-])cc2)C1=O (stereo not drawn)
→ 20µM*, 8, 8%, -1%, 13%, -16%
NC(=S)N/N=C/c1ccc(-c2cccc([N+](=O)[O-])c2)o1
→ -2%, -19, -8%, -3%, ?, -31%
CCCCCC(=O)NNC(=S)NC(C)=O
→ 1%, ?, 0%, ?, 6%, -6%
CC(=O)OC(C(=O)NC1CCCCC1)c1ccc(C)cc1 (stereo not drawn)
→ 0%, -29, ?, 5%, -5%, -6%

An excerpt from above, reduced to Sm TGR inh, HCV inh and AmpC inh no detg:
| smiles | Sm TGR inh | HCV inh | AmpC inh no detg |
| --- | --- | --- | --- |
| COc1ccc(C(=O)NCCSC2CCCCC2)cc1 | -17% | 4% | -13% |
| Cc1ccc(S(=O)(=O)N2CCCC2)cc1C(=O)NCc1ccccn1 | -25% | / | -12% |

Rows were taken by chance; any-hit rate near 9.9%.
